Compound activity: PubChem BioAssay, The Scripps Research Institute Molecular Screening Center
TAAR1 ag = human TAAR1 agonism | Q96RJ0 | CHO RD-HGA16 TAAR1, Fluo-8 calcium fluorescence; vehicle wells 0%, saturating PEA agonist 100% | activation, % at 3 µM | 360,000 compounds, 0.99% hits;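 active = activation above the mean activation of all test compounds in the run plus 3 SD, cut at about 38% in these data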
Target sequence (Q96RJ0 whole entry, looked up): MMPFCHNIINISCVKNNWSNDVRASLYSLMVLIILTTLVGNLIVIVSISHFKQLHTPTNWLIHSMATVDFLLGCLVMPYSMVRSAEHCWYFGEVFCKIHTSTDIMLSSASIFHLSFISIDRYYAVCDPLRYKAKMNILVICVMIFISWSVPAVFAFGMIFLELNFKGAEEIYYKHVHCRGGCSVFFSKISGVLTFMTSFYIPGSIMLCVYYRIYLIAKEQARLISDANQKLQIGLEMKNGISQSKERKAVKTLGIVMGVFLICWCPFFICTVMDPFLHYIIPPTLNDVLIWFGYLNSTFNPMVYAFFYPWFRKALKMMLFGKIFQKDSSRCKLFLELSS
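Assay system: CHO-derived RD-HGA16 cells with stable Gα16 and human TAAR1; timing: 17-24 h seeding, 75 min 37 °C dye, 30 min RT; read-out: % activation from peak over basal fluorescence ratio, DMSO-to-PEA scaled; measured by: kinetic Fluo-8 calcium fluorescence; benchmarks: low control DMSO, high control PEA (EC100); doses: 3 µM single concentration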
CHO-K1 Ca PAM = M1 PAM counterscreen hit in parental CHO-K1 cells. ATP EC20, Fluo-8 calcium fluorescence; 0% at ATP EC20, 100% at ATP max. activation, % at 3 µM. 360,000 compounds, 0.02% hits;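 active = activation above the run cutoff, the mean activation of all test compounds plus 3 SD, cut at about 40% in these data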;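 note: peak over basal fluorescence ratio in a 140 s read after ATP addition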
M1 antag = blocks human M1 muscarinic receptor; P11229; CHO-K1 hM1, Fluo-8 calcium fluorescence, ACh EC80 antagonist; inhibition, % at 3 µM; 360,000 compounds, 1.3% hits; AID 588852;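 active = percent inhibition above its own plate's cutoff, namely the mean of that plate's compound wells plus 3 SD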;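 note: peak over basal fluorescence ratio during 140 s after agonist addition; 0% = ACh EC80 plus DMSO and 100% = DMSO alone without agonist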
Target sequence (P11229 whole entry, looked up): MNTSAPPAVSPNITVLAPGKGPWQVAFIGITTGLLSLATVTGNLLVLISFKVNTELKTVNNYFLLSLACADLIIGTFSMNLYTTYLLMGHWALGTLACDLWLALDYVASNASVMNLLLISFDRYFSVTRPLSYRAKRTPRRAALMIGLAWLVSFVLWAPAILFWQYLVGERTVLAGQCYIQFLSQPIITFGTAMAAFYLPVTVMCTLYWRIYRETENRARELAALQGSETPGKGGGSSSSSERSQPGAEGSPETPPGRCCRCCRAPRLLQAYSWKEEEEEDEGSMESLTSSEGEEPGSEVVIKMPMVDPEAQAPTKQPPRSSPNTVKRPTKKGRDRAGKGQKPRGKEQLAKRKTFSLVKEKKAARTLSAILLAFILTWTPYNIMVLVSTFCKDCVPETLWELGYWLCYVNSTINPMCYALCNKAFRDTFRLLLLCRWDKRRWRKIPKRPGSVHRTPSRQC
TAAR1 antagonist = antagonists of human TAAR1; CHO RD-HGA16 TAAR1, Fluo-8 calcium fluorescence, antagonist; 360,000 compounds, 1.5% hits; inhibition, % at 3 µM; Q96RJ0;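 active = inhibition above a per-plate cutoff, the mean inhibition of test compounds on that plate plus 3 SD, cut at about 49% in these data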;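 note: 0% = DMSO plus EC80 beta-PEA response and 100% = DMSO alone without agonist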
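Test system: CHO RD-HGA16 cells bearing hTAAR1 | Reagent: β-PEA, EC80 | Compound dosing: 3 µM, single point | Schedule: Dye loading 75 min at 37 °C, then 30 min room temperature | Signal: Calcium fluorescence with Fluo-8 | Evaluation: Percent inhibition of PEA-evoked calcium signal, max/basal emission ratio | Control set: DMSO-only wells and EC80 β-PEA-stimulated wells | Repeats: Singlicate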
M1 ag parental = M1 agonist counterscreen hit in parental CHO-K1 cells. 360,000 compounds, 0.48% hits. AID 602248. activation, % at 3 µM. Fluo-8 calcium fluorescence; scaled to maximal ATP response, vehicle zero; in the data active = activation above about 15%;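 note: untransfected CHO-K1 host cells lacking M1 receptor as counterscreen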
CHRM1 PAM = positive allosteric modulators of human M1 muscarinic receptor; activation, % at 3 µM; P11229; CHO-K1 hM1, Fluo-8 calcium fluorescence, ACh EC20; 0% = ACh EC20, 100% = maximal ACh; 360,000 compounds, 0.088% hits; in the data active = activation above about 19%, passing the limit was not always enough
CHO parental Ca = signal in parental CHO cells, OX1R antagonist counter-screen. parental CHO-K1, ATP-induced calcium, Fluo-8 fluorescence. inhibition, % at 5.6 µM. AID 463079. 330,000 compounds, 0.63% hits;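 active = inhibition above that plate's mean sample inhibition plus 3 SD, cut at about 26% in these data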;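 note: 0% = ATP-challenged DMSO wells and 100% = DMSO wells without ATP; some compounds past the cut are filed as inactive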
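test system = CHO parental line | reagent = ATP stimulus | measured by = intracellular calcium via Fluo-8 no-wash fluorescent dye | control set = ATP and no-ATP DMSO wells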
CHO-K1 Ca antag = M1 antagonist counterscreen hit in parental CHO-K1 cells. ATP-induced calcium, Fluo-8 fluorescence. inhibition, % at 3 µM. 360,000 compounds, 0.6% hits. AID 602250;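 active = inhibition above a per-plate cutoff, the plate's mean sample inhibition plus 3 SD, cut at about 24% in these data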;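 note: 0% = DMSO plus EC80 ATP and 100% = DMSO alone without ATP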
CHRM1 agonist = human M1 muscarinic receptor agonism; P11229; CHO-K1 hM1, Fluo-8 calcium fluorescence, agonist mode; 0% DMSO, 100% acetylcholine EC100; activation, % at 3 µM; 360,000 compounds, 0.33% hits;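 active = activation above the run's mean compound activation plus 3 SD, cut at about 16% in these data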;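 note: peak over basal fluorescence ratio within a 140 s kinetic read after compound addition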
* hit, by the source's call; x = not tested or not shown.

SMILES	TAAR1 ag	CHO-K1 Ca PAM	M1 antag	TAAR1 antagonist	M1 ag parental	CHRM1 PAM	CHO parental Ca	CHO-K1 Ca antag	CHRM1 agonist
COc1cc(OC)c(C2=NOC(C(=O)O)C2)cc1Cl (stereo not given)	4	-2	19	-14	0.1	-11	4	-9	-4
COc1cc(-c2nnc(CSc3nnc4nc(C)cc(C)n34)o2)cc(OC)c1OC	9	11	-24	-13	-0.1	10	-11	-2	-4
CCCCC[C@H](O)/C=C/[C@H]1CCC(=O)[C@@H]1CCCCCCC(=O)N1CCCCC1CO (stereo not given in full)	23	5	28	71*	16*	-11	-1	53*	-1
CCOC(=O)c1c(NC(=O)CSc2n[nH]c(CNc3ccccc3)n2)sc(C)c1C	9	22	-12	-54	-0.7	18	0	-4	1
O=C(N/C(=C\c1ccc([N+](=O)[O-])cc1)C(=O)N1CCCCC1)c1ccccc1	4	7	-7	-14	0.9	7	-7	-1	-6
CCOc1ccc(-c2[nH]ncc2Oc2ccccc2OC)c(O)c1	1	7	-8	27	0.6	7	-4	-3	-3
CCOC(=O)C(NC(=O)CCl)(Nc1sc(C)c(CC)c1C#N)C(F)(F)F (stereo not given)	3	3	-6	8	0.9	6	-13	4	-5
CCOC(=O)CC1CCCCN1C(=O)c1cc(COc2cccc3cnccc23)on1 (stereo not given)	9	-29	72*	31	20*	-20	53*	45*	6
CCOc1cc2[nH]c(=S)n(CCC(=O)NCc3ccco3)c(=O)c2cc1OCC	0	-1	-6	-18	0.3	8	-10	-16	-2
COc1ccc(NC(=O)CS(=O)CC(=O)NCC2OCCc3ccccc32)cc1 (stereo not given)	10	9	-6	-14	-0.2	6	-9	-4	-3
CCCOc1ccc(N2C(=O)C/C(=C\c3ccccc3)C2=O)cc1	0	10	-14	-4	0.0	11	-41	-6	-1
COc1ccc(-n2c(=O)c3c4c(sc3n(CC(=O)Nc3cc(C)[nH]n3)c2=O)CCCC4)c(OC)c1	6	22	-12	-27	0.2	20	-12	-16	2
CCOc1ccc(C(C)NC(=O)c2cccnc2OCC)cc1OCC (stereo not given)	7	18	1	2	1.0	7	-21	3	-8
Clc1ccccc1-c1nnc2sc(CCc3ccccc3)nn12	1	13	5	-3	1.6	-2	-9	-7	-4
Cc1cc(C(F)(F)F)n2nc(-c3sccc3-n3cccc3)cc2n1	13	19	-8	-4	0.3	9	-20	-2	-6
CCN1CCN(C(=O)c2oc(=O)c3ccccc3c2-c2ccc(C)cc2)CC1	0	11	12	-3	0.7	-17	-16	-1	-13
Cc1ccc(NC(=O)COC(=O)CCNS(=O)(=O)c2ccc(C)c(C)c2)cc1	1	26	-4	-16	6.1	-4	-12	-14	-8
CCN1CCN(S(=O)(=O)c2ccc(Cl)c(C(=O)N(C)Cc3cccs3)c2)CC1	3	4	1	-37	0.7	1	-26	-4	-6
Cc1c(NC(=O)c2ccc(NS(=O)(=O)c3ccc(F)c(F)c3)cc2)c(=O)n(-c2ccccc2)n1C	9	7	-3	-21	0.2	8	-6	-6	-7
CCn1c(SCC(=O)N/N=C/c2ccccc2OCC(=O)O)nnc1-c1ccc(OC)cc1	6	15	-3	9	-0.5	11	-1	-6	-8
COc1cc(NC(=O)COC(=O)CNC(=O)c2ccc(C)cc2)c(C)cc1[N+](=O)[O-]	-1	15	-7	7	0.2	6	-15	1	-6
CC1(C)CC(Cc2nc(=S)[nH][nH]2)C(=O)O1 (stereo not given)	6	4	0	5	0.3	-3	-5	-4	-6
CCN1CCN(S(=O)(=O)c2ccc(Cl)c(C(=O)Nc3nnc(C)s3)c2)CC1	0	-5	-4	-23	-0.2	7	-18	1	-1
COc1ccc(C(=O)O)cc1S(=O)(=O)Nc1ccccc1-c1ccccc1	1	2	-10	9	0.2	17	-7	10	-2
COc1ccccc1/C=N/Nc1nccnc1Cl	-3	27	3	-25	-0.8	3	-16	-16	-4
O=[N+]([O-])c1ccc(Sc2n[nH]c(-c3ccccc3)n2)nc1	7	-1	-3	-3	0.2	5	-6	-2	1
COc1ccc(CC(=O)Nc2ccc(-c3cn4ccc(C)cc4n3)cc2)cc1	6	7	4	29	0.8	-2	6	-5	-3
CN1C[C@@H](CO)O[C@@H](n2cnc3c(N4CCOCC4)ncnc32)C1	1	24	-4	-15	1.0	-1	x	-10	-5
COc1ccc(C(=O)COC(=O)c2sc(C)nc2C)cc1OC	17	-17	3	12	2.7	-2	-21	-2	0
COc1ccc(Cn2nnnc2CN(Cc2cc3ccc(C)cc3[nH]c2=O)C2CCCC2)cc1	1	13	-11	13	0.5	6	-29	-23	0
COc1ccc(-n2nc(C(=O)NCC(=O)N3CCC(C)CC3)c3ccccc3c2=O)c(OC)c1	0	-3	-13	1	0.3	14	-25	-13	-4
O=C(O)CC1Cc2ccccc2C1C(=O)O (stereo not given)	0	3	-12	-3	0.6	10	x	-4	0
COCCNC(=O)c1cccc(OC2CCN(Cc3ccccc3OC(F)F)CC2)c1	1	19	-15	-1	1.4	1	-11	-8	-8
O=C(CCc1ccccc1)Nc1ccccc1C(=O)NCc1ccco1	1	5	22	10	1.5	-4	-23	-5	-2
CCOC(=O)/C(C#N)=C/Nc1ccccc1OC(F)(F)F	0	-5	-8	-33	-1.0	5	45*	-7	-6
O=c1c2ccccc2nc2n1CC/C2=C\N1CCN(c2ccc([N+](=O)[O-])cc2)CC1	1	19	-8	0	0.4	18	-6	-12	1
CCOc1ccccc1CN1CCN(Cc2nc3c(s2)CCCC3)CC1CCO (stereo not given)	-1	17	11	-1	0.6	-10	-15	-5	-12
CCOC(=O)C1CCCN(C2=NC(=O)/C(=C/c3ccc(OC)cc3OC)S2)C1 (stereo not given)	9	-11	19	17	5.1	-12	x	9	-2
COC(=O)c1ccccc1OCCOCCOc1cccc2cccnc12	19	10	2	-2	1.1	0	-24	-2	-6
Cc1ccc(C)c(NC(=O)C(Sc2nncn2C)c2ccccc2)c1 (stereo not given)	14	7	2	6	-0.2	1	-15	-3	-2
COc1cc(/C=C2\SC(=S)N(C(C(=O)O)c3ccccc3)C2=O)cc(OC)c1OC (stereo not given)	9	14	-9	-23	-0.4	21	-18	-13	2
Cc1ccc(Cl)cc1NC(=O)c1cnn2c1NC(c1ccco1)CC2C(F)(F)F (stereo not given)	10	-2	2	4	1.3	-2	-17	-35	-6
CCc1ccc(CNC(=O)CN2C(=O)COc3ccccc32)cc1	8	22	-23	-10	3.1	5	-8	-21	3
COc1ccc(C(CNC(=O)CSc2ccc(Br)cc2)N2CCOCC2)cc1 (stereo not given)	1	9	-8	-21	11	-2	-9	-11	-4
CCC(C)N1C(=O)CN(C2CCCCCC2)C(=O)C1c1ccccc1F (stereo not given)	-1	9	-3	-1	0.8	5	-21	-21	-7
COc1ccc(C2=Nn3c(nnc3-c3ccccn3)SC2)cc1OC	4	14	-1	11	1.5	2	-5	-3	-4
CCC(CC)c1nnc(NC(=O)CCCN2C(=O)c3ccccc3C2=O)s1	3	14	-1	-1	1.9	5	-15	-7	-1
COC(=O)c1c(NC(=O)c2ccc(C)o2)sc2c1CCCCC2	6	-4	-3	-4	0.5	5	x	3	-1
O=C1Nc2ccccc2C12OCC(COc1ccc(Cl)cc1)O2 (stereo not given)	2	17	-7	10	3.2	5	-7	-11	-1
COc1ccc(Cl)cc1NC(=O)Nc1ccc(C(=O)N2CCOCC2)cc1	18	-13	10	-18	1.0	-2	3	12	1
Clc1ccc(CN(Cc2ccccc2)C(c2cccs2)c2nnnn2C2CCCC2)cc1 (stereo not given)	2	10	-8	-13	0.1	3	-30	-1	-4
Clc1ccc(CNc2cnccn2)cc1	12	29	-9	1	0.5	15	-13	-10	-9
O=C(CN1C(=O)C2C3CCC(C3)C2C1=O)NCc1ccco1 (stereo not given)	2	3	-9	-8	1.2	6	-10	-7	-7
Cc1ccc(C(=O)NCCc2nnc3ccc(SCC(=O)NCc4ccc(F)cc4)nn23)cc1	0	-18	-6	-15	0.1	6	-17	6	-4

Sorted by molar mass (lowest first): some entries from above.
SMILES	TAAR1 ag	CHO-K1 Ca PAM	M1 antag	TAAR1 antagonist	M1 ag parental	CHRM1 PAM	CHO parental Ca	CHO-K1 Ca antag	CHRM1 agonist
Clc1ccc(CNc2cnccn2)cc1	12	29	-9	1	0.5	15	-13	-10	-9
O=C(CN1C(=O)C2C3CCC(C3)C2C1=O)NCc1ccco1 (stereo not given)	2	3	-9	-8	1.2	6	-10	-7	-7
CCc1ccc(CNC(=O)CN2C(=O)COc3ccccc32)cc1	8	22	-23	-10	3.1	5	-8	-21	3
O=C1Nc2ccccc2C12OCC(COc1ccc(Cl)cc1)O2 (stereo not given)	2	17	-7	10	3.2	5	-7	-11	-1
COC(=O)c1c(NC(=O)c2ccc(C)o2)sc2c1CCCCC2	6	-4	-3	-4	0.5	5	x	3	-1
Cc1ccc(C)c(NC(=O)C(Sc2nncn2C)c2ccccc2)c1 (stereo not given)	14	7	2	6	-0.2	1	-15	-3	-2
COc1ccc(C2=Nn3c(nnc3-c3ccccn3)SC2)cc1OC	4	14	-1	11	1.5	2	-5	-3	-4
CCC(CC)c1nnc(NC(=O)CCCN2C(=O)c3ccccc3C2=O)s1	3	14	-1	-1	1.9	5	-15	-7	-1
COc1ccc(Cl)cc1NC(=O)Nc1ccc(C(=O)N2CCOCC2)cc1	18	-13	10	-18	1.0	-2	3	12	1
COc1cc(/C=C2\SC(=S)N(C(C(=O)O)c3ccccc3)C2=O)cc(OC)c1OC (stereo not given)	9	14	-9	-23	-0.4	21	-18	-13	2
COc1ccc(C(CNC(=O)CSc2ccc(Br)cc2)N2CCOCC2)cc1 (stereo not given)	1	9	-8	-21	11	-2	-9	-11	-4
Cc1ccc(C(=O)NCCc2nnc3ccc(SCC(=O)NCc4ccc(F)cc4)nn23)cc1	0	-18	-6	-15	0.1	6	-17	6	-4
